# Runt-CBFb FRET – inhibitors of RUNX1 Runt–CBFb binding, primary screen, biochemical, FRET, Cerulean-Runt, Venus-CBFb, uHTS. Runt-related transcription factor 1 (Homo sapiens) + Core-binding factor subunit beta …. Cerulean-Runt/Venus-CBFb FRET ratio 530/480, 1 h. inhibition, % at 20 µM. actives 0.46% (n = 220,000). AID 1496, 2009;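 active means inhibition over about 50% at 20 µM in the single-dose screen, limit read from the data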;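 further: 0% = DMSO wells and 100% = excess unlabeled CBFb competitor control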
#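 Assay system: Cerulean-Runt domain / Medium: Tris 50 mM pH 7.5, KCl, K2SO4, 0.01% BSA / Timing: protein complex preformed 1 h, compound exposure 1 h, room temperature, dark / Measured by: FRET, excitation 422 nm, emission at 530 and 480 nm / Evaluation: loss of energy transfer signal / Control set: 5 µM unlabeled CBFb as full-inhibition high control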
# PGE2 EP2 inh – human EP2 receptor antagonists, primary screen, TR-FRET cAMP, C6 glioma cells; actives 0.52% (n = 260,000); inhibition, % at 25 µM; Prostaglandin E2 receptor EP2 subtype (Homo sapiens), P43116; C6 glioma cells expressing human EP2; cells stimulated with saturating PGE2;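 active means percent inhibition above 40 after rounding to a whole number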;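 further: rat C6 glioma host cells with rolipram phosphodiesterase inhibitor present; the protocol text gives 20 µM as final concentration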
# Target sequence (P43116 whole entry, looked up): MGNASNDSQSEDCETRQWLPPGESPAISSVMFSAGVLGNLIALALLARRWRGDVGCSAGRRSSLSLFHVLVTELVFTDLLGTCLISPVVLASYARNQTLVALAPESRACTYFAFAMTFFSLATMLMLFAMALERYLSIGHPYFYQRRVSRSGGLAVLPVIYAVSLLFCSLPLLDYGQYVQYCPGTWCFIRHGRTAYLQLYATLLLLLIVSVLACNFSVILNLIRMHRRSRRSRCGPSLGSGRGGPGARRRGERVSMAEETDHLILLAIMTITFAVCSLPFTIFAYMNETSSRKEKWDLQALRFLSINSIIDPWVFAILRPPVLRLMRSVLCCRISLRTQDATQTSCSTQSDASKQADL
# EP2 mod – EP2 receptor modulators, cAMP readout, primary screen, cell-based, HTRF cAMP, PGE2 stimulation | Prostaglandin E2 receptor EP2 subtype (Homo sapiens), P43116 | EP2-expressing cells, cAMP HTRF FRET, PGE2 co-stimulation | induction, % at 25 µM | actives 0.83% (n = 260,000);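 active means compounds whose cAMP rise, as percent of the full-agonist control response, exceeds 60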;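 further: rat C6 glioma line stably carrying human EP2 under a CMV promoter; the protocol text gives 20 µM as final concentration; 100% = response of wells given 1 µM PGE2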
# RBBP9 inh – human RBBP9 inhibitors, primary screen, biochemical, fluorescence polarization, FP-Rh probe, HTS | actives 0.2% (n = 220,000) | AID 1515, 2009 | Serine hydrolase RBBP9 (Homo sapiens), O75884 | inhibition, % at 7.94 µM | recombinant RBBP9;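 active means inhibition above the campaign mean of all tested compounds plus 3 SD, cut at about 14% in these data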;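 further: plate controls were DMSO wells with RBBP9 for no effect and wells lacking RBBP9 protein for full effect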
# Target sequence (O75884 whole entry, looked up): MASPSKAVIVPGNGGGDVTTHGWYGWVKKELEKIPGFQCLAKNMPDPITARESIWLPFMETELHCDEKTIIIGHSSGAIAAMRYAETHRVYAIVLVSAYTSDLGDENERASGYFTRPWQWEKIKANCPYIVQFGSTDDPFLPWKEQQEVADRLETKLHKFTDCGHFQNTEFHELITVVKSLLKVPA
#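 Test system: recombinant human RBBP9. Quantity: 2.5 µM RBBP9 dispensing solution, before mixing. Detection: FP readout at 525/598 nm. Reagent: Serine-hydrolase probe FP-Rh, 375 nM pre-mixing. Measure: % inhibition. Control set: DMSO-treated enzyme wells and wells lacking RBBP9. Buffer or medium: Tris-NaCl-Pluronic buffer, pH 8.0. Times: preincubation 30 min plus labeling 45 min at 25 °C.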
# PERK inh – block of dimerizer-induced PERK translation repression, primary screen, PERK inhibitor project, CHO PERK-DD cells, SEAP luminescence, HTS. Eukaryotic translation initiation factor 2-alpha kinase 3 (Homo sapiens), Q9NZJ5. CHO PERK-DD fusion, SEAP luminescence translation reporter. inhibition, % at 5.6 µM. actives 0.17% (n = 220,000). AID 1416, 2008;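 active means inhibition above the mean inhibition of all tested compounds plus 3 SD, set separately per screening campaign, cut at about 2.9% in these data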;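 further: PERK kinase domain activated by AP20187 dimerizer at 100 nM; 0% = DMSO with dimerizer and 100% = rapamycin at 8.4 µM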
# TNF necrop inh – inhibitors of TNF-alpha triggered necroptosis, primary screen, cell-based, Jurkat FADD-/-, single concentration | actives 0.068% (n = 220,000) | activation (protection from cell death), % at 10 µM | Jurkat FADD-/- TNF necroptosis rescue, ATP luminescence, 24 h; 0 = TNF only, 100 = no-TNF cells;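 active means activation, meaning protection from cell death, of at least 50% relative to plate controls; inactive means activation below 50%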;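 further: necroptosis triggered by 40 ng/mL TNF-alpha added together with compound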
# Runt-SMMHC FRET – inhibitors of RUNX1 Runt–CBFb-SMMHC binding, primary screen, biochemical, FRET, Cerulean-Runt, Venus-CBFb-SMMHC, uHTS; Runt-related transcription factor 1 (Homo sapiens) + Core-binding factor subunit beta …; Cerulean-Runt/Venus-CBFb-SMMHC FRET ratio 530/480, 1 h; inhibition, % at 20 µM; actives 0.74% (n = 220,000); AID 1434, 2008;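 active means mean inhibition across duplicate retests at 20 µM reaching about 50%, limit read from the data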;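 further: 0% = DMSO wells and 100% = wells with excess untagged CBFb-SMMHC; inhibitors lower the FRET ratio by blocking Runt binding to CBFb-SMMHC; some results filed as inactive read as strong as hits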
# L929 necroptosis – inhibitors of zVAD-triggered necroptosis, primary screen, L929 cells | AID 1377, 2008 | viability rescue, % at 10 µM | L929 zVAD necroptosis rescue, ATP luminescence, 24 h; with zVAD 60 µM | actives 0.38% (n = 220,000);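 active means activation, scaled between plate controls, above about 75%, limit read from the data; inactive means activation under that limit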;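 further: 0% = zVAD with DMSO and 100% = DMSO alone without zVAD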
# Hck Nef HTS – inhibitors of Nef-activated human Hck kinase, primary screen, biochemical, Z-Lyte FRET, 384-well, Hck-YEEI | Tyrosine-protein kinase HCK (Homo sapiens), P08631 | Recombinant Hck-YEEI plus Nef, Z-Lyte FRET kinase assay | inhibition, % at 20 µM | actives 0.68% (n = 220,000) | AID 463187, 2010;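 active means Hck-Nef kinase inhibition above about 50%, limit read from the data; inactive means inhibition below that limit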;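 further: 0% = DMSO with Hck plus Nef and 100% = Hck alone without Nef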
# Target sequence (P08631 whole entry, looked up): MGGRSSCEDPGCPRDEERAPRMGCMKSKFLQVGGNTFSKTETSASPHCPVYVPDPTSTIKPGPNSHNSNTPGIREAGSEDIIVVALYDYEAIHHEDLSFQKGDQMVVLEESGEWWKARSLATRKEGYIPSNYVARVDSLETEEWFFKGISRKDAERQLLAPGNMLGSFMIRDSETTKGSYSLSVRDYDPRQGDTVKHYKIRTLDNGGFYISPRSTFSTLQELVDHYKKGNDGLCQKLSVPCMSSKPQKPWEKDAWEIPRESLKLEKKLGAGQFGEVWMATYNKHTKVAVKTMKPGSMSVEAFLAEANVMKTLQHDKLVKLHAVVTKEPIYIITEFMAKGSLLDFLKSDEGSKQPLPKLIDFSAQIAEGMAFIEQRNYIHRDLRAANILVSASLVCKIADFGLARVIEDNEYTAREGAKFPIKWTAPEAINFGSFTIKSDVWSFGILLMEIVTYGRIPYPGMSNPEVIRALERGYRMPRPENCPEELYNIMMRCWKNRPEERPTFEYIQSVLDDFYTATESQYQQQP
# Numbers without * were called inactive; nt = not tested or not shown; & = joins results of further samples.
SMILES,Runt-CBFb FRET,PGE2 EP2 inh,EP2 mod,RBBP9 inh,PERK inh,TNF necrop inh,Runt-SMMHC FRET,L929 necroptosis,Hck Nef HTS
Cc1sc(NC(=O)CN(Cc2ccccc2)C(=O)C(C)C)c(C(N)=O)c1C,-1,10&2,1&6,5,0.1,0.1,-3,0.4,5
O=C(CC(c1ccccc1)c1ccccc1)N1CCN(c2ccccn2)CC1,-3,7,43,-4,0.1,-1.6,1,-1.2,-3
CCc1nccn1S(=O)(=O)c1cc(Br)ccc1OC,3,3,10,2,-0.2,-0.1,-2,-0.5,2
COC(C[C@H]1O[C@H]1C(=O)COCc1ccccc1)OC,2,13,7,nt,nt,0.3,3,-0.4,28
Cc1ccc2cc(CN(Cc3ccc4c(c3)OCO4)Cc3nnnn3Cc3ccco3)c(=O)[nH]c2c1,18,8&5,21&7,-8,-0.9,-14,11,0.1,0
Cc1c(NC(=O)C(=O)/C=C(\O)c2ccc(Br)cc2)c(=O)n(-c2ccccc2)n1C,-12,7,-3,2,1.0,0.3,1,0.4,2
Cc1cc(C)cc(-n2c(C)cc(/C=N/NC(=O)CSc3ncccn3)c2C)c1,-4,3,33,-7,-0.1,-11,-4,0.5,0
COc1cccc(C(=O)Nc2cc(C(=O)NCCc3ccccc3)ccc2Cl)c1,3,8,11,-8,-0.4,3.9,7,0.6,3
COc1ccc(OC)c(C2C3=C(N=C4SCC(=O)N42)c2ccccc2CC3)c1 (stereo not drawn),0,5,-8,-2,-0.3,2.1,-2,0.6,3
Cc1cccc(C)c1NC(=O)CCCSc1nc2ccccc2s1,-3,22,-75,-5,-0.1,-0.3,-2,0.2,7
O=C(NC(=S)Nc1cc(C(F)(F)F)ccc1N1CCOCC1)c1ccco1,-2,2,44,-13,-0.6,1.6,1,-0.9,-5
Cc1cccc(N2CCN(Cc3ccoc3)CC2)c1C,3,6,19,-6,0.4,0.5,2,-0.9,0
Cc1nc(NC(=O)C2CCCC2)sc1Cc1ccc2c(c1)OCO2,-2,7,-13,-3,-0.2,5.1,0,nt,-2
O=C1CC(Nc2ccccc2)C(=O)N1CCc1ccccc1 (stereo not drawn),1,18,3,-12,0.0,3.1,1,-0.7,-13
CCn1c(=O)cc(OCC(=O)NCCCN2CC(C)CC(C)C2)c2ccccc21 (stereo not drawn),0,5,15,0,0.2,-4.8,1,-0.7,2
O=C1N=c2ccccc2=C1c1sc(=O)[nH]c1O,1,6,-2,11,1.1,1.7,-4,-0.4,5
S=C(NCc1ccccc1)NNc1nc2ccccc2[nH]1,49,8,-13,3,-0.7,-2.1,43,1.9,0
O=C(NCC1CCCN(C(=O)c2cccnc2)C1)c1ccc(-c2ccccc2)cc1 (stereo not drawn),0,8,-39,-11,-0.1,0.6,-6,6.5,18
Nc1nc(N)nc(-c2ccccc2-c2nc(N)nc(N)n2)n1,2,2,-20,-5,1.0,1.3,-5,-0.5,3
CCC1=NN2C(=N)/C(=C\c3cccn3-c3ccc(Cl)cc3)C(=O)N=C2S1,nt,4,10,-11,-0.2,-0.5,-5,4.9,32
CCOc1ccccc1NC(=O)COc1cccc(-n2cnnn2)c1,nt,9,-1,-6,-1.0,0.0,nt,2.2,0
COc1ccccc1N1CCN(C(=O)CSc2ccccc2)CC1,4,9,-2,-12,-1.0,-0.4,0,0.9,0
O=C(/C=C/c1ccc(F)cc1)NCCc1ccc2c(c1)OCCO2,1,9,-7,-4,0.8,1.8,3,1.6,1
c1ccc2c(c1)[nH]c1c3ccccc3sc21,3,16,-33,-1,1.1,-0.3,2,6.1,14

# Reformatted: entries from further up.
structure | Runt-CBFb FRET | PGE2 EP2 inh | EP2 mod | RBBP9 inh | PERK inh | TNF necrop inh | Runt-SMMHC FRET | L929 necroptosis | Hck Nef HTS
CCC1=NN2C(=N)/C(=C\c3cccn3-c3ccc(Cl)cc3)C(=O)N=C2S1 | nt | 4 | 10 | -11 | -0.2 | -0.5 | -5 | 4.9 | 32
CCOc1ccccc1NC(=O)COc1cccc(-n2cnnn2)c1 | nt | 9 | -1 | -6 | -1.0 | 0.0 | nt | 2.2 | 0

# The listing continues:
SMILES,Runt-CBFb FRET,PGE2 EP2 inh,EP2 mod,RBBP9 inh,PERK inh,TNF necrop inh,Runt-SMMHC FRET,L929 necroptosis,Hck Nef HTS
CNC(=O)NC(=O)Cn1nc2n(c1=O)-c1ccccc1SC2,0,5,11,0,1.3,6.6,-3,-0.5,7
COc1ccc(CSC2=NCCN2)cc1Cl,2,0,4,-9,0.3,4.2,3,9.7,-3
CCc1ccccc1NC(=O)CSc1nnc(CCNC(=O)OC(C)(C)C)o1,1,8,-14,-10,-1.2,0.9,1,0.8,-2
Cc1sc2c(c1C)C(=O)/C(=C\Nc1ccncc1)S(=O)(=O)N2C,10,8,-12,-16,-0.2,1.1,-6,2.4,6
S=c1[nH]c(-c2ccc(Br)cc2)cn1CCc1ccccc1,2,4,-13,-6,0.6,-1.0,2,4.5,-5
COCC(C)NC(=O)CSc1nc(-c2ccccc2)c(-c2ccccc2)o1 (stereo not drawn),-1,33,30,4,-0.4,-1.0,-4,-0.1,2
CCC1=Nc2cc(C(=O)NCC3CCCO3)ccc2Sc2ccc(Cl)cc21 (stereo not drawn),0,3,11,-9,-2.2,-12,0,0.7,19
Cc1ccccc1CSCC(=O)Nc1c(C)n(C)n(-c2ccccc2)c1=O,13,7,13,-3,-0.4,1.4,1,0.2,0
CCOc1ccc(Cn2c(C)nc([N+](=O)[O-])c2SCC(O)CCl)cc1[N+](=O)[O-] (stereo not drawn),0,22,7,-10,0.6,-0.3,1,-1.5,-23
C/C(CC(=O)Nc1cc(Cl)ccc1Cl)=N\NC(=O)c1ccccc1Br,0,4,-15,-14,0.3,-0.1,4,-0.6,-1
CC(=O)c1c(OCC(=O)O)ccc2c(C)cc(=O)oc12,0,4,15,1,-0.5,0.7,1,1.1,4
CCOC(=O)c1cc2c(N)c(C(=O)c3ccc(Br)cc3)sc2[nH]c1=O,-4,10,-17,-5,0.0,0.9,-40,0.8,5
C=CCn1c(SCCC(=O)O)nc2c1c(=O)n(C)c(=O)n2C,1,8&8,14&-1,-11,0.2,-0.2,-3,-0.1,-2
CC(=O)Nc1ccc(-c2cc(NC(C)=O)n(-c3ccccc3)n2)cc1,-2,14,-1,9,-0.4,1.6,-6,1.0,2
C=CSc1sc(Cl)c(N2CCOCC2)c1[N+](=O)[O-],9,7,-2,-9,-0.4,-4.6,-3,-0.3,18
CC(=O)Nc1ccc(S(=O)(=O)NC(CC(=O)O)c2ccc(C)cc2)cc1 (stereo not drawn),0,7,15,-3,0.1,3.4,2,0.7,12
CCCNc1ncccc1C(N)=O,4,6,-5,-5,0.6,1.7,4,-0.4,-6
CN(C)CCP(=O)(c1ccccc1)c1ccccc1,0,12,23,3,0.3,1.7,3,1.3,-16
COc1ccc(-c2cc(C(F)(F)F)nc(SCC(=O)Nc3cc(C)on3)n2)cc1,1,10,-4,-2,1.3,-4.6,-1,-0.8,7
CCN1C(=O)[C@@H]2[C@H](C1=O)[C@@H]1C[C@H]3C(=O)N(CC)C(=O)[C@H]3[C@@H]3C1=C(C(=O)N1C(=O)OC(=NCC4CC4)[C@]31C)[C@@H]2C,0,9,4,nt,nt,3.6,3,-0.1,32
O=C(c1ccccn1)N1CCN(S(=O)(=O)c2ccc3ccccc3c2)CC1,-1,6,-27,-6,-0.2,-0.8,-2,0.4,7
N/C(=N\c1nc(C(F)(F)F)cc(=O)[nH]1)Nc1ccc(Cl)cc1,1,9,29,-3,0.6,2.6,0,0.9,2
O=C(NC(Nc1nc2ccc([N+](=O)[O-])cc2s1)(C(F)(F)F)C(F)(F)F)c1cccnc1,0,6,-6,-7,-0.5,-11,-9,3.8,0
Cc1cc(=S)[nH]c2c(C)cccc12,20,16,4,5,1.0,-2.5,50,0.8,-1
CCOC(=O)C1=C(C)OC(N)=C(C#N)C1c1cc(C)sc1C (stereo not drawn),-2,-2,53,-3,0.4,-0.8,0,0.0,1
COC(=O)C1=CN(C2CC2)C=C(C(=O)OC)C1c1ccc(C(=O)OC)cc1,107*,5,61*,-8,0.3,-1.1,60*,0.0,22
COc1cc(C(=O)N2CCN(c3ccccc3)CC2)c([N+](=O)[O-])cc1OC,1,7,-23,3,1.2,1.2,1,0.5,17
COc1ccc(NC(=O)COC(=O)CNS(=O)(=O)c2ccc(C)cc2)c(OC)c1,-2,8,23,-8,0.5,0.2,2,nt,2
O=C1CC(c2ccccc2)Cc2nc(N3CCc4ccccc4C3)ncc21 (stereo not drawn),nt,3,28,-4,0.1,-1.2,0,-0.3,1
COc1cccc(-c2ccc(=O)n(CC(=O)Nc3cc4c(cc3NC(C)=O)OCCO4)n2)c1,-2,6,-49,-4,0.7,-3.0,-1,0.0,2
Cc1cccc(NC(=O)C2c3ccccc3C(=O)N3CCc4ccccc4C23)n1 (stereo not drawn),-1,5,35,-2,-1.3,-4.5,-44,0.0,0
c1csc(-c2nnc(NC3CCCCC3)c3ccccc23)c1,1,15,8,-3,0.6,2.5,1,5.4,0
c1ccc(-c2csc(Nc3cccnc3)n2)cc1,4,11,15,-5,0.2,-1.6,2,54,29
CCOC(=O)c1sc(NC(=O)CSc2n[nH]c(CC(C)C)n2)nc1C,-2,9,10,-6,0.2,2.2,3,1.4,6
CCOC(=O)c1cc(-c2ccccc2)sc1NC(=O)CSc1nncs1,-5,6,13,1,0.1,0.5,-2,0.5,0
OCCCN1c2ccccc2Nc2nnc(-c3ccccc3)cc21,0,17,-19,-7,-1.4,0.5,3,13,0
C=CCc1ccc(OCCOCCNCCOC)c(OC)c1,1,11,14,5,0.6,1.0,2,0.0,1
Cc1cccc2cc(CN(Cc3cccs3)C(c3nnnn3C3CCCC3)C(C)C)c(=O)[nH]c12 (stereo not drawn),-4,9&5,74*,-3,0.1,-0.3,-4,0.3,0

# Bioassay records deposited in PubChem by several laboratories.

# An excerpt, so the mix of outcomes need not match the whole.
